LDHA block: inhibitors of human lactate dehydrogenase A. P00338. purified LDHA, NADH/diaphorase-resazurin fluorescence; hits give low values. activity change, % (values are at about 110 or 230 µM). actives 0.15% (n = 480,000); in the data active = activity change below about -30%; inconclusive = mostly about -25% to -30%;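 also: plate controls were DMSO wells for no effect and wells without enzyme for full effect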
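LDH5 2 nM; NADH 0.06 mM, pyruvate 0.2 mM; 200 mM Tris pH 7.4, EDTA, Tween-20; 5 min RT. Detection: diaphorase 0.133 mg/mL + resazurin 37 µM, fluorescence ex540/em590 at 0 and 20 min; normalized to enzyme-free and DMSO wells.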
TrxR1 substrate: substrates of rat thioredoxin reductase 1. O89049. purified TrxR1 substrate turnover, NADPH consumption readout. Potency, µM (series often up to 114 µM), for the others: at the highest dose activity change, negative = substrate turnover. actives 0.01% (n = 390,000). AID 588456; also: potency is read from the fitted curve at half-maximal effect; % is scaled to controls: 0 for no effect and ±100 for the full control effect; nearly all actives have a fitted effect of over 50% in size
Target sequence (O89049 whole entry, looked up): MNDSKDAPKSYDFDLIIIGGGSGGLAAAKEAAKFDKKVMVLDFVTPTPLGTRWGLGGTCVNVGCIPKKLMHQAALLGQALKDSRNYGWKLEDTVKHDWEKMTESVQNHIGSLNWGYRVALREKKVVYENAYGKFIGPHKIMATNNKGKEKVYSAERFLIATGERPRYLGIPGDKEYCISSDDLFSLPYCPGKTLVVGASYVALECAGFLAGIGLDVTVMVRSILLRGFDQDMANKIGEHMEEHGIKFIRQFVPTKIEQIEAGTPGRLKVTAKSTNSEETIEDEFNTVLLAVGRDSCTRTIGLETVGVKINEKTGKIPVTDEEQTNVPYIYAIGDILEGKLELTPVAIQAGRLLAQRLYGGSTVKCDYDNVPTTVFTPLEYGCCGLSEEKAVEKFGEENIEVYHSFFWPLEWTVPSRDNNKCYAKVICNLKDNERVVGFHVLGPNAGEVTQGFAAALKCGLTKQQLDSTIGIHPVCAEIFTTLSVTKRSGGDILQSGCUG
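Rat TrxR1, dispensed at 90 nM, was prereduced with 400 uM NADPH (final) for 5 min at ~22 deg C, then incubated with compound 15 min before 400 uM selenite. A first-read NADPH fluorescence drop versus no-compound background flagged substrates.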
mIDH1 inhibitor: blocks human mutant IDH1 R132H enzyme | O75874 | IDH1-R132H enzyme, NADPH consumption, diaphorase/resazurin fluorescence | Potency, µM (titrated, usually from 76.6 µM), for the others: at the highest dose activity change, negative = inhibition, hits mostly inhibitors | actives 0.093% (n = 390,000); also: potency is read from the fitted curve at half-maximal effect; % is scaled to controls: 0 for no effect and ±100 for the full control effect; nearly all actives have a fitted effect of over 65% in size
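IDH1-R132H (0.5 ug/mL) preincubated 30 min with compound, then NADPH (0.016 mM) and alpha-KG (2 mM) added; 80 min at RT, pH 7.5. Remaining NADPH coupled via diaphorase/resazurin to fluorescence (540/590 nm); concentration-response curves normalized to no-enzyme control.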
Vif-A3G inh: Vif-A3G binding inhibition. HeLa A3G-eYFP + Vif (tagged APOBEC3G with the HIV-1 protein that degrades it), YFP fluorescence, overnight. AID 602310. Potency, µM (highest dose often 46.1 µM), for inactives: at the highest dose activity, negative = active, actives largely listed as inhibitors. actives 0.076% (n = 410,000);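 also: potency is read from the fitted curve at half-maximal effect; % is scaled to controls: 0 for no effect and ±100 for the full control effect; nearly all actives have a fitted effect of over 60% in size; hits raise eYFP signal because A3G escapes Vif-driven loss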
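Read-out is eYFP fluorescence (Ex 488/Em 500-530) from Vif-expressing HeLa A3G-eYFP cells; more signal means A3G escaped Vif-mediated degradation. Cells plated overnight, compound pinned in, incubated overnight at 37 deg C.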
USP1 inh: inhibitors of human USP1/UAF1 deubiquitinase; O94782; recombinant USP1/UAF1, Ub-Rhodamine cleavage fluorescence; Potency, µM (titrated, usually from 57.1 µM), without a hit: at the top dose activity change, negative = inhibition, hits mostly inhibitors; actives 0.23% (n = 390,000); also: potency is read from the fitted curve at half-maximal effect; % is scaled to controls: 0 for no effect and ±100 for the full control effect; nearly all actives have a fitted effect of over 60% in size; inactives centre near -12
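High-throughput fluorogenic screen: 1nM USP1/UAF1 complex, Ub-Rho substrate 150nM final, 50mM HEPES pH 7.8 with 0.5mM EDTA, 0.1 mg/ml BSA, 1mM TCEP and 0.01% Tween-20.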
PI4K2A inh: blocks human PI4K2A kinase activity. Q9BTU6. purified PI4K2A, ADP-Glo luminescence, 1 h; hits give low values. activity change, negative = inhibition, % at 76.9 µM. actives 0.13% (n = 420,000). AID 1346378; in the data active = activity change below about -50%; inconclusive = mostly about -30% to -49%;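 also: -100% = wells without enzyme as full effect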
Target sequence (Q9BTU6 whole entry, looked up): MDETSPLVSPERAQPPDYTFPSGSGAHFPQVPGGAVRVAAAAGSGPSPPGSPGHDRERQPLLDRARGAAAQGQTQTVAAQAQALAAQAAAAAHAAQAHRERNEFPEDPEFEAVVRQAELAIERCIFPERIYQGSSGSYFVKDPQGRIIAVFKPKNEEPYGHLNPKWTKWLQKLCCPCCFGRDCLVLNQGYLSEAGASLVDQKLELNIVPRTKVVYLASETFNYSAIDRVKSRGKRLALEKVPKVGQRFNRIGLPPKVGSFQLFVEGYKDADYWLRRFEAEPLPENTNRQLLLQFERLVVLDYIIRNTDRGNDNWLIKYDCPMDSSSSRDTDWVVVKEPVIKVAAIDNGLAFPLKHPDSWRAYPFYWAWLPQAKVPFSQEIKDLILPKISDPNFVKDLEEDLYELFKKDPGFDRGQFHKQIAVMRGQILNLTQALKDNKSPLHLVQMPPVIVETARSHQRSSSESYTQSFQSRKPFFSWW
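PI4K2A activity was measured by ADP-Glo luminescence: enzyme (4 ug/mL stock) and phosphatidylinositol (1.2 mM stock) in Tris pH 7.5/MgCl2/EGTA/Triton X-100 buffer were reacted with ATP (300 microM stock) for one hour at ambient temperature.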
RXFP1 ag: activates the human relaxin receptor RXFP1. Potency, µM (highest dose often 57.5 µM), without a hit: top-dose activation, hits mostly activators. AID 2676. actives 0.3% (n = 370,000). Q9HBX9. HEK293T-RXFP1 cAMP TR-FRET, 30 min; response scale: percent of porcine relaxin response, buffer zero; also: potency is read from the fitted curve at half-maximal effect; % is scaled to controls: 0 for no effect and ±100 for the full control effect; nearly all actives have a fitted effect of over 60% in size; many of its hits are not listed in these tables
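HEK293T cells stably expressing RXFP1 were pretreated with the PDE4 inhibitor Ro 20174, exposed to compounds for 30 min at 37C, lysed, and cAMP was read by TR-FRET. Data normalized to buffer (basal) and 29 nM porcine relaxin (100%).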
GRP78 ERSR act: induces the endoplasmic reticulum stress response in human glioma cells | U87-MG GRP78 promoter luciferase reporter, 16 h | Potency, µM, for the others: at the top dose activation, actives largely listed as activators | actives 0.02% (n = 420,000) | AID 602332; also: potency is read from the fitted curve at half-maximal effect; series mostly up to about 76 µM; % of control where 0% means no effect; nearly all actives have a fitted effect of over 35% in size
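Stably transfected U87-MG glioma cells carrying a GRP78-based luciferase sensor; 16 h compound incubation. Luminescence end-point read 10 min after Bright-Glo addition at room temperature.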
Vif-APOBEC3F blk: blocks the Vif interaction with APOBEC3F; HeLa A3F-eYFP + Vif (tagged APOBEC3F with the HIV-1 protein that degrades it), YFP fluorescence increase; Potency, µM (titrated, usually from 46.1 µM), for the others: at the top dose activity, negative = active; actives 0.2% (n = 390,000); AID 602313; also: potency is read from the fitted curve at half-maximal effect; % of control where 0% means no effect; nearly all actives have a fitted effect of over 65% in size
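Fluorescence increase (Ex 488/Em 500-530) after overnight compound treatment at 37 deg C flags inhibition of Vif-driven A3F-eYFP loss in stable HeLa A3F-eYFP/Vif cells seeded overnight beforehand.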
Starred values were filed as active, the others as inactive; ? = inconclusive; . = not tested or not shown; & = joins results of further samples; [ ] = remark or other dose. Unless noted, calls follow the shape of the dose curve; as a rule, active = well fitted curve in the direction sought with a large enough effect; inconclusive = small, poorly fitted or top-dose-only effect, or another doubt; inactive = no such curve, though single readings can be large; an effect the other way counts as inactive or inconclusive.

SMILES	TrxR1 substrate	mIDH1 inhibitor	USP1 inh	Vif-A3G inh	Vif-APOBEC3F blk	LDHA block	RXFP1 ag	PI4K2A inh	GRP78 ERSR act
O=S(=O)(c1ccc(Cl)cc1)N1CCC(c2ccncc2)CC1	3.8%[57.1 µM]	13.9%	-13.9%	4.6%	0.4%	7.1	0.3%	-1.0	-4.2%
COCC(=O)OC1CCn2c1nc1c2C(=O)C(C)=C(NC(C)=O)C1=O (stereo not drawn)	-13.5%	24.7%	4.47µM*	-10.6%	3.6%	42.8	.	?	-13.6%
CCN1CCN(C(=O)c2ccc(OC)c(S(=O)(=O)Nc3ccc(C)cc3)c2)CC1	1.5%	0.0%	-1.9%	4.7%	14.3%	-3.9	0.7%	-5.5	-0.5%
CC(NC(=O)C1c2ccccc2Oc2ccccc21)C1CCCO1 (stereo not drawn)	2.8%	0.7%	-11.5%	8.2%	?	-1.6	-0.1%	5.3	-1.9%
CCOc1ccccc1NC(=O)CSc1ncnc2c1oc1ccccc12	30.6%[activator]	11.6%	-2.0%	-8.3%	-8.7%	-6.0	12.5%	-0.9	-3.5%
CCOC(=O)c1cc2c(=O)n3ccccc3nc2n(CC2CCCO2)c1=NC(=O)c1ccccc1C (stereo not drawn)	29.1%	?	?	-3.1%	-9.8%	-6.7	4.2%	2.7	-0.6%
Cc1c(NC(=O)Nc2cccc([N+](=O)[O-])c2)c(=O)n(-c2ccccc2)n1C	-4.1%	0.9%	-18.8%	6.3%	-11.6%	-3.5	-0.5%	4.0	-4.2%
Clc1ccc(CCNc2nc3ccccc3n3nnnc23)cc1	5.4%	1.4%	-17.0%	-2.7%	-0.6%	-7.9	3.4%	-2.2	0.3%
CCCCNS(=O)(=O)c1ccc(OC)c2ncccc12	60.2%[activator]	6.6%	-2.8%	2.6%	-0.6%	0.8&5.3	1.9%	-0.1	-4.0%
Cc1cc(C)c(NC(=O)Cn2c(=O)n(Cc3ccc4c(c3)OCO4)c(=O)c3ccccc32)c(C)c1	6.3%	6.2%	-21.8%	-6.0%	-14.5%	-2.4	0.7%	-4.0	-2.7%
COCCCN1C(=O)C(CC(=O)NCCc2ccccn2)CC(C(=O)N(C(C)C)C(C)C)=C1C (stereo not drawn)	.	.	.	0.4%	.	-10.0	.	2.1	-2.1%
CCNC(=O)NC(=O)C(C)Sc1nc2cc(C(=O)OC)ccc2c(=O)n1-c1ccccc1 (stereo not drawn)	5.5%[57.1 µM]	-0.2%	-4.5%	-6.8%	-6.6%	-5.6	1.3%	1.2	-4.4%
COC(=O)c1ccc(NC(=O)C2C3C=CC(O3)C2C(=O)O)cc1 (stereo not drawn)	-6.9%	-5.1%	-4.5%	2.4%	-4.0%	-4.6	-0.2%	-4.9	4.9%
COc1cc(C(=O)Nc2ccccc2N2CCN(S(C)(=O)=O)CC2)cc(OC)c1OC	-9.0%	6.6%	-0.1%	-6.4%	-0.9%	-6.4	-1.6%	7.2	0.2%
COc1nc(Nc2cccc([N+](=O)[O-])c2)nc(OC)n1	4.7%	-5.0%	-9.3%	1.4%	0.1%	-4.9	1.2%	1.3	-1.2%
COc1ccc(C(=O)Nc2ccc3c(c2)OCO3)cc1S(=O)(=O)N1CCOCC1	.	12.6%	-11.1%	-6.3%	-4.7%	-0.4	.	6.8	-2.6%
Cc1cccn2c(=O)nc(SCC(=O)N3CCCC3)nc12	4.4%[57.1 µM]	-1.1%	-8.6%	-0.3%	0.1%	-1.2	14.3%	4.9	-5.1%
O=C(CCS(=O)(=O)c1cccc2nonc12)NCCc1ccccc1	1.8%	4.2%	-9.8%	-2.3%	-1.5%	-0.9	0.4%	0.0	4.5%
CNC(=O)C1CCN(C(=O)N2CC(C)Oc3ccc(Cl)cc32)CC1 (stereo not drawn)	4.5%	-9.4%	-3.2%	3.6%	-8.8%	1.7	-0.6%	2.2	-3.0%
O=C(NCc1ccccc1)C1=C[C@H](c2ccccc2)C[C@H](OCc2ccc(CO)cc2)O1	6.6%	1.6%	-19.6%	-5.8%	1.3%	6.2	.	4.0	-1.1%
O=C(COC(=O)Cc1ccc(Cl)cc1Cl)Nc1ccccc1OC(F)F	-7.8%	7.7%	-23.3%	-0.4%	-7.6%	1.1	0.8%	1.6	-2.6%
CCCCC1(CC(=O)OCC)SCCN1C(N)=O (stereo not drawn)	.	19.7%	-21.7%	-0.7%	1.4%	-0.3	.	-4.4	-2.1%
COc1ccccc1NC(=O)CSc1nc(-c2ccc(C)cc2)nc2c1Cc1c(CO)cnc(C)c1O2	7.6%	-4.2%	15.0%	-0.4%	-3.6%	-4.8	0.8%	0.7	-1.1%
CC1CCN(C(=O)Cn2c(-c3cccs3)cc3cc(Cl)ccc32)CC1	55.0%[activator]	14.4%	-13.4%	-1.1%	4.0%	-5.3	2.7%	2.7	-2.7%
C#CCOCCOCCOCCNc1nc(N2CCN(C(=O)CCCCCCCCCCNC(=O)Cn3cc(CCCCCN)nn3)CC2)nc(N2CCN(C(=O)CCCCCCCCCCNC(=O)Cn3cc(C[C@@H](C)O)nn3)CC2)n1	1.5%	0.4%	?	-14.0%	-3.6%	0.4	2.4%	-8.4	-6.3%
Cc1cccc(NC(=O)C23CCC(C)(C2Br)C3(C)C)c1 (stereo not drawn)	-3.2%	2.7%	-9.2%	-0.1%	3.0%	4.4	2.2%	3.1	-4.4%
Cc1cccc(OCCCC(=O)N2CCCc3ccccc32)c1C	1.0%	2.5%	-15.7%	0.2%	-3.0%	3.1	2.2%	0.5	-0.5%
Cc1ccc(C(=O)N/C(=C\c2ccc(Cl)cc2)C(=O)NC2CCCCC2)cc1	-9.8%	-3.2%	10.5%	1.7%	?	-19.5	-2.1%	-6.2	-1.2%
O=C(O)CCc1nnc2n(Cc3ccc(F)cc3)c(=O)c3ccccc3n12	7.3%[57.1 µM]	-12.1%	-3.5%	-0.6%	2.3%	-6.8	3.5%	-1.5	-1.9%
C(=N\c1nccs1)/c1cccnc1	-7.2%	-0.3%	-10.7%	2.0%	1.8%	-9.7	-0.5%	1.7	-2.5%
COc1ccc(S(=O)(=O)N(C)Cc2nc(-c3cccc(C)c3)no2)cc1	3.9%	.	-7.5%	.	.	1.5	0.0%	1.5	.
O=C(O)C/C(=C\c1ccc2c(c1)OCO2)c1nc2ccccc2s1	7.4%[0.0914 µM]	-3.0%	-22.5%	-13.1%	?	-13.6	3.5%	-0.3	11.0%
O=C(CSc1ncn[nH]1)Nc1cccc2ccccc12	3.9%	0.0%	-1.6%	4.9%	-8.6%	-1.8	0.7%	-5.7	-4.8%
Cc1ccccc1CS(=O)(=O)Cc1ccc(C(=O)NCCc2ccc(Cl)cc2)o1	-3.0%[57.1 µM]	0.6%	-5.4%	2.2%	5.5%	-0.9	5.9%	2.8	-6.4%
O=C(c1cnn2c(C(F)(F)F)cc(-c3ccco3)nc12)N1CCCCCC1	-7.8%[57.1 µM]	3.2%	-21.8%	-9.4%	0.3%	-0.8	-0.1%	-3.6	-3.9%
O=C1C2ON(c3ccccc3)C(c3ccncc3)C2C(=O)N1c1ccccc1 (stereo not drawn)	-5.0%	-2.3%	-19.4%	-2.1%	-1.7%	0.0	0.8%	-3.7	-1.0%
CC1(C)SC(=S)N(/N=C/c2ccccc2)C1N(O)C(=O)Nc1ccc([N+](=O)[O-])cc1 (stereo not drawn)	-6.1%[57.1 µM]	3.6%	-12.7%	0.1%	8.9%	-4.5	1.8%	11.9	10.7%
O=C(Cc1ccc(F)cc1)Nc1cccc(-c2nc3cccnc3s2)c1	-3.7%	-1.3%	-4.7%	0.3%	-0.3%	-7.7	-4.9%	4.9	-0.1%
Cc1ccc(NNC(=O)C(=O)N2CCCCC2)cc1	-4.5%	0.6%	-12.1%	-9.9%	-7.5%	0.0	-1.4%	3.4	-3.4%
CCn1c(C(=O)NCCCN2CCc3ccccc3C2)cc2sccc21	-1.0%	0.5%	-11.5%	0.1%	2.0%	0.8	0.6%	3.7	-5.7%

Bioassay records: PubChem, National Center for Advancing Translational Sciences (NCATS)

Only part of the results is shown; count on the stated rates, not on these rows.
